Screening results (PubChem)
dFosB activator – activators of delta FosB homodimer, primary screen, biochemical, fluorescence polarization, TAMRA-CDK5 oligo, single point; Protein FosB (Mus musculus), P13346; purified delta FosB; percent of positive-control signal above neutral wells; activation, % at 25 µM; actives 0.99% (n = 340,000); AID 493131, 2011;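 active = mean activation above about 17%, with every replicate also reaching it, limit read from the data, passing the limit was not always enough; inconclusive = only one of the two conditions met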;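 also: fluorescence polarization rise as delta FosB binds a TAMRA Cdk5 AP-1 oligo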
Wnt act – Wnt/beta-catenin pathway activators, primary screen, cell-based, plate reader, single point. actives 1.2% (n = 300,000). Wnt/beta-catenin reporter cell assay, activator. activation, % at 9.35 µM; in the data active = activation above about 30%, passing the limit was not always enough; inconclusive = no clear call, values can overlap the other calls;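 also: 0% = neutral control wells and 100% = positive control wells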
SR-BI DiI-HDL act – activators of SR-BI mediated DiI-HDL uptake, primary screen, ldlA[mSR-BI] CHO cells, DiI fluorescence; 3 h; 100 = double the neutral-control signal; activation, % at 12.5 µM; actives 0.096% (n = 320,000); AID 504775, 2011;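 active = mean replicate activation of at least 60% and every replicate at or above 60%; inconclusive = mean or all-replicate condition met, but not both; inactive = mean below 60% and not all replicates reaching 60%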;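 also: 0% = median plate neutral-control signal and 100% = twice that signal; values of inactives mirror those of a sister screen read the other way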
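Test system: SR-BI-overexpressing, LDLR-lacking CHO cells. Measured by: DiI fluorescence, bottom read. Medium: Ham's F12 with 0.5% BSA, HEPES 25 mM, pH 7.4. Timing: 3 h uptake period with compound, 37 °C.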
SR-BI HDL uptake – inhibitors of SR-BI mediated HDL lipid uptake, primary screen, ldlA[mSR-BI] cells, fluorescence, single point; ldlA[mSR-BI] CHO cells, DiI-HDL uptake fluorescence, 3 h; actives 0.96% (n = 320,000); inhibition, % at 12.5 µM; Scavenger receptor class B member 1 (Mus musculus), Q61009;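 active = mean replicate inhibition of at least 70% and a set share of replicates each scoring 70 or more; inconclusive = meets just one of the two criteria; inactive = fails both criteria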;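 also: 0% = median of neutral control wells and 100% = median of positive control wells; values of inactives mirror those of a sister screen read the other way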
Target sequence (Q61009 whole entry, looked up): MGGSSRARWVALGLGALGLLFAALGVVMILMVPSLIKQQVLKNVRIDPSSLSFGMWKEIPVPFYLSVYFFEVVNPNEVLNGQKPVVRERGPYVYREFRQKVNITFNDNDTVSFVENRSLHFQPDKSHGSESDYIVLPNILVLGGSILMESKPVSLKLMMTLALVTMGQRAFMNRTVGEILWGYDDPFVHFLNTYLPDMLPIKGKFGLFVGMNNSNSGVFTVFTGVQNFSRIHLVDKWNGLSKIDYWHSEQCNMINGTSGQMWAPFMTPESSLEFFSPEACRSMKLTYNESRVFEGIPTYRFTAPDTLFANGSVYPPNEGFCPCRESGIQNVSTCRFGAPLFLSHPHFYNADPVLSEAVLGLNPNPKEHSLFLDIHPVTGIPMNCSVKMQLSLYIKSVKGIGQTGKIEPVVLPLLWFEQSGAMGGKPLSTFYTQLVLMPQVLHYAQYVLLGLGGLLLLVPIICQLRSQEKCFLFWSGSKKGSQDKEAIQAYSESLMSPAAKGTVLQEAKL
PvdQ inh – P. aeruginosa PvdQ acylase inhibitors, primary screen, biochemical, fluorescence, plate reader and imaging, single point; PvdQ acylase [Pseudomonas aeruginosa LESB58]; purified PvdQ acylase; inhibition, % at 10 µM; actives 0.063% (n = 340,000); in the data active = inhibition above about 30%, passing the limit was not always enough; inconclusive = no clear call, values can overlap the other calls;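 also: 0% = vehicle neutral wells and 100% = reference inhibitor wells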
Rtt109 HAT inh – inhibitors of C. albicans Rtt109/Vps75 HAT, primary screen, biochemical, ThioGlo CoA-SH fluorescence, plate reader; Histone acetyltransferase RTT109 (Candida albicans (strain SC5314 / ATCC MYA-2876)), …; purified Rtt109/Vps75, 4 h; inhibition, % at 34.9 µM; actives 0.16% (n = 330,000);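 active = inhibition of at least 50% in every replicate; inconclusive = best replicate reaches 50% inhibition but some replicates fall short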
Target sequence (Q5AAJ8 whole entry, looked up): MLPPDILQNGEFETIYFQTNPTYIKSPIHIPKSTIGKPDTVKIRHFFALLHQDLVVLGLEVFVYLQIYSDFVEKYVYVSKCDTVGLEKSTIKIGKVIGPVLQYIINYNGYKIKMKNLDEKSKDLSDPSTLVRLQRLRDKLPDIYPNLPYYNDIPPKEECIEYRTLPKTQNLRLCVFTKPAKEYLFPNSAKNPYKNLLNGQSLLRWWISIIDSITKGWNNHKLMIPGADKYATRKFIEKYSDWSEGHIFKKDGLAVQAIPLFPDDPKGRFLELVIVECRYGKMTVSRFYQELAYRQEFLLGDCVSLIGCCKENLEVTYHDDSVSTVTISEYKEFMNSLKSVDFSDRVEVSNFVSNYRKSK
cardiac RTF act – cardiac RTF calcium sensitivity activators, primary screen, biochemical, IANBD-TnC fluorescence, EC20 calcium | Troponin I, cardiac muscle (Homo sapiens) + Troponin T, cardiac muscle (Homo sapiens) + … | IANBD-labeled TnC RTF fluorescence at EC20 calcium; 0% EC20 calcium, 100% full calcium | activation, % at 7.2 µM | actives 0.24% (n = 340,000);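 active = activation above the mean over all tested compounds plus 3 SD, cut at about 30% in these data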;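 also: rise in fluorescence read as greater calcium sensitivity of cardiac thin filaments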
HTR5A ag – HTR5A agonists in luminescence cell assay, primary screen, counter-screen for OPRM1-OPRD1 heterodimer agonist project, full-deck HTS; actives 0.61% (n = 340,000); cell-based; activation, % at 9.3 µM; in the data active = activation mostly above about 9.5%, no sharp cut-off; inactive = mostly below about 7.6%;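 also: 0% = cells with vehicle only and 100% = reference agonist; strong numbers were not always called active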
MITF act – activators of MITF-driven TRPM1 promoter reporter, primary screen, cell-based, SK-MEL-5, luciferase, single point | activation, % at 12.5 µM | SK-MEL-5 TRPM1-promoter luciferase, 24 h; % of positive control, neutral wells = 0 | actives 0.75% (n = 300,000) | AID 588334, 2011;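 active = mean activation of at least 80% with every replicate also reaching 80%; inconclusive = mean reaches 80% but some replicate falls short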;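 also: 0% = neutral control wells and 100% = parthenolide positive control wells; values of inactives mirror those of a sister screen read the other way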
CDK5 inh – inhibitors of human CDK5/p35 kinase, primary screen, biochemical, single concentration; Recombinant CDK5/p35, ADP-Glo luminescence, 60 min; inhibition, % at 10 µM; actives 0.01% (n = 330,000); AID 488839, 2010;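 active = highest replicate inhibition of at least 50% and at least 75% of replicates reaching 50%; inconclusive = only one of the two criteria met; inactive = both criteria failed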;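 also: plate controls were DMSO neutral control for no effect and GW8510 at 10 µM for full effect; many of its hits are not listed in these tables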
Active calls of the source: *; ? = inconclusive; / = not tested or not shown.

SMILES	dFosB activator	Wnt act	SR-BI DiI-HDL act	SR-BI HDL uptake	PvdQ inh	Rtt109 HAT inh	cardiac RTF act	HTR5A ag	MITF act	CDK5 inh
Cc1noc(C)c1C(=O)OCC(=O)NCc1ccc(Cl)cc1	12.1	0.5	-2.0	2.0	-15.9	-2.2	-2.0	-2.2	-2.1	0.0
COc1ccc(CCN2C(=O)C(O)=C(C(=O)c3ccco3)C2c2cccs2)cc1OC (stereo not drawn)	5.0	/	21.2	-21.2	17.2	-3.8	-2.7	-5.9	8.9	-0.5
O=C(NCCCN1CCCC1=O)c1cncc(Br)c1	-13.0	-1.1	2.3	-2.3	4.0	4.3	-2.0	4.9	0.7	1.0
COC(=O)c1sc(NC(=O)/C=C/c2ccc(C)o2)nc1C	4.4	11.7	-26.8	26.8	-12.5	2.1	2.4	0.3	47.8	1.5
CCCC(=O)NC(=S)Nc1ccc(NC(=O)C(C)C)c(OC)c1	4.1	/	-64.4	64.5	-0.8	11.4	-3.8	0.0	-10.5	-1.6
COc1cccc(C(c2nnnn2CS(=O)(=O)c2ccc(C)cc2)N2CCN(C)CC2)c1OC (stereo not drawn)	-7.0	-2.1	24.8	-24.8	-18.8	13.0	0.5	-0.9	-3.0	1.2
COc1cc(C(=O)NNC(=S)NCc2ccco2)cc(OC)c1OC	-12.3	-0.2	-37.5	37.5	-2.2	2.3	3.8	-1.8	-13.5	-0.9
O=C(OCC(=O)c1ccc(Cl)s1)c1ccc(CO)cc1	-7.9	18.0	8.4	-8.4	-1.9	-4.5	-1.0	4.4	3.5	0.6
O=C(Cc1c[nH]c2ccccc12)N/N=C/c1ccccc1O	-6.7	3.6	/	/	-12.9	-1.7	-0.6	4.2	12.2	0.5
CCN(CC)CCNC(=O)c1ccc(NC(=O)Cc2cccc3ccccc23)cc1	-18.1	-0.9	13.7	-13.7	-6.3	1.3	5.7	-4.0	9.7	-0.8
CCN1C[C@@H]2[C@@H]3C(=O)N(C)C(=O)[C@@H]3[C@](C)(C1=O)N2C(=O)c1ccc(Br)cc1	4.6	-4.3	-1.0	1.0	-15.2	-3.1	6.6	3.2	-4.0	-0.4
CCn1c(=O)n(CC)c2cc(NC(=O)C(C)c3ccccc3)c(Br)cc21 (stereo not drawn)	-8.0	-2.4	-41.4	41.4	-19.2	0.1	2.6	3.9	-0.2	2.1
CN(CC(=O)Nc1ccc(Cl)c(C(F)(F)F)c1)C(=O)c1ccc(N2CCOCC2)c([N+](=O)[O-])c1	-11.2	-3.2	-6.1	6.1	3.8	20.7	-22.9	-3.9	1.4	1.0
O=C(CSc1nc2c(cnn2-c2ccc(F)cc2)c(=O)[nH]1)Nc1nccs1	13.6	-3.0	-5.8	5.8	-20.5	0.4	-0.5	8.9	/	-0.4
O=C(Nc1cccc(F)c1)Nc1cccc(Cl)c1	0.6	23.6	-15.1	15.1	-14.4	-2.6	-2.5	7.8	59.9	0.2
COc1ccc(OC(=O)Nc2ccccc2)cc1	-1.7	/	14.6	-14.6	-3.1	1.6	0.2	-2.1	?	2.1
COc1ccc2ccccc2c1/C=N/NC(=O)c1ccc(C)nc1	1.1	-3.1	-36.3	36.2	5.5	-1.5	5.4	4.2	0.3	0.1
COc1ccc(-c2noc(N3CCC(C(=O)Nc4cccc(OC)c4)CC3)n2)cc1	-1.8	6.2	-68.2	68.2	7.6	9.9	-2.1	4.0	2.0	0.9
O=C(Cn1nnc(-c2ccccc2)n1)NCc1cccs1	-5.6	/	18.9	-18.9	-9.3	/	4.6	3.9	3.8	1.0
COc1cccc(-c2nn(C)c3sc(C(=O)Nc4ccc5c(c4)OCCO5)cc23)c1	2.7	/	-86.2	86.2*	-6.3	1.4	-3.1	2.7	28.8	0.6
Fc1ccc(-c2nnc3ccc(N4CCc5ccccc5C4)nn23)cc1	-31.8	0.0	-59.0	59.0	-2.9	-3.5	3.0	3.6	/	0.8
O=C(Nc1ncc(Cc2ccccc2Cl)s1)c1ccc([N+](=O)[O-])cc1	-11.9	9.3	-37.5	37.5	-3.4	-1.5	4.5	0.7	-2.4	0.4
COc1ccc(CCn2c(=N)c(C(=O)NCCN3CCOCC3)cc3c(=O)n4cccc(C)c4nc32)cc1OC	21.8*	-4.7	/	8.3	-9.0	2.4	-0.1	-4.8	21.1	0.4
COCc1nnc(NC(=O)c2cc(Cl)ccc2OC)s1	-12.0	/	-31.3	31.3	-13.0	-9.2	0.8	1.4	2.8	-1.6
CC(C)(C)C(=O)N(Cc1ccccc1)c1ccccn1	4.3	0.0	-1.8	1.8	-14.1	-8.3	3.0	-1.6	9.4	2.1
SMILES	dFosB activator	Wnt act	SR-BI DiI-HDL act	SR-BI HDL uptake	PvdQ inh	Rtt109 HAT inh	cardiac RTF act	HTR5A ag	MITF act	CDK5 inh
Cc1cc(C)cc(N(CC(=O)NC2CC3CCC2C3)S(C)(=O)=O)c1 (stereo not drawn)	-0.3	-4.5	5.3	-5.3	-1.7	-4.3	8.7	2.9	6.6	-0.3
CCc1ccc2nc(NC(=O)CCCc3cccs3)sc2c1	-1.4	18.7	14.4	-14.4	3.1	-3.0	-5.8	4.7	-7.5	-0.9
CCOC(=O)c1[nH]c2ccc(OC)cc2c1NC(=O)CCN1CCN(Cc2ccccc2)CC1	-4.5	2.2	4.0	-4.0	-14.7	-5.8	-7.3	4.3	4.4	-1.7
C/C(CCS(=O)(=O)c1ccccc1)=N/O	-4.4	-0.8	29.8	-29.8	-4.3	/	0.8	-1.4	7.4	0.2
O=C(NCc1ccc2c(c1)OCO2)c1ccc(S(=O)(=O)NCC2CCCO2)cc1 (stereo not drawn)	3.3	-3.0	7.2	-7.2	-2.2	1.8	1.1	0.8	0.1	1.0
Cc1ccc(NC(=O)Nc2ccc3c(c2)OCO3)nc1	-6.6	?	-1.1	1.1	9.9	6.7	0.4	-5.4	130.2*	-1.2
CC(=O)Nc1ccc(NC(=O)C(C)OC(=O)C2CCN(S(=O)(=O)c3ccc4c(c3)OCCO4)CC2)cc1 (stereo not drawn)	-13.3	-2.4	-60.5	60.5	-5.6	-0.5	5.7	-4.2	4.5	2.4
Cc1ccc(NC(=O)NCCCN2CCOCC2)cc1	-2.9	0.1	-8.4	8.4	-14.0	-9.3	-2.3	8.6	5.2	-1.1
O=S1(=O)CC(O)C(N2CCC(c3ccccc3)CC2)C1 (stereo not drawn)	4.5	/	-2.0	2.0	-5.7	-5.0	-0.3	-3.5	-2.1	-0.7
CN(C)c1ccc(/C=N/Nc2cccc(C(=O)O)c2)cc1	-3.2	13.2	-0.9	0.9	-6.8	4.2	-0.3	-1.6	-81.5	-0.6
Cc1ccc(-c2nnn(CC(=O)N(Cc3ccccc3)C(C(=O)NC(C)(C)C)c3ccncc3)n2)o1 (stereo not drawn)	-10.6	-3.4	-16.0	16.0	-7.6	11.6	0.6	-0.5	-4.4	-0.1
COCC1CCCN(Cc2nc(-c3ccc4c(c3)OCO4)no2)C1 (stereo not drawn)	-9.0	16.5	-8.2	8.2	-16.0	2.3	6.8	-2.1	40.6	-3.7
CCOc1ccccc1N1CCN(CC(=O)Nc2ccnn2C2CCCC2)CC1	-3.1	0.7	-34.6	34.6	-15.9	3.2	-0.3	2.7	1.1	2.1
O=C(NC(=S)N(Cc1ccccc1)Cc1ccccc1)c1ccccc1F	-7.8	-5.0	38.9	-38.9	11.0	-8.2	5.2	-1.6	-7.4	1.0
CC(C)CC(=O)Nc1ccc(F)c(Cl)c1	4.1	/	-15.4	15.4	28.8	5.5	-1.8	0.7	/	-0.5
COCc1ccc(CN2CCCC(C(=O)Nc3ccccc3-c3ccc(OC)cc3)C2)o1 (stereo not drawn)	-6.4	0.4	2.4	-2.4	2.3	2.3	4.1	-2.4	-14.6	-0.3
CCCn1c(SCC(=O)NCc2ccc(C)cc2)n[nH]c1=O	-2.3	1.6	28.6	-28.6	-14.8	-6.7	1.4	-0.6	16.9	0.5
O=S(=O)(c1ccc2c(c1)OCCO2)N(Cc1ccc(F)cc1)Cc1nnc(-c2cccs2)o1	-10.8	/	-1.0	1.0	-9.1	0.2	-3.9	2.4	5.1	-0.8
O=C(CC(c1ccccc1)c1ccccc1O)NCc1ccco1 (stereo not drawn)	-1.5	/	-1.0	1.0	7.5	-7.6	-5.5	-3.0	4.1	-0.6
O=S(CC1CC1(Cl)Cl)CC1CC1(Cl)Cl (stereo not drawn)	3.7	-0.3	27.3	-27.3	8.2	19.2	12.1	5.7	1.5	-0.2
O=C(Nn1cnnc1)c1cc2cc(Br)ccc2oc1=O	5.9	-4.5	6.0	-6.0	-8.5	-7.9	-6.9	-4.4	9.6	-2.8
COc1ccc(CN2CCN(C(=O)Cn3nc(C(=O)O)c4ccccc4c3=O)CC2)cc1F	-15.1	-4.1	-2.3	2.3	-9.6	5.7	-4.7	-1.6	0.6	-0.3
CC1CCCC(C)N1CCCNC(=O)Cn1ncc2c3ccccc3n(C)c2c1=O (stereo not drawn)	-1.7	/	6.5	-6.5	-1.5	10.8	2.5	-1.0	-0.2	1.7
N#Cc1c(-c2ccccc2)nc(-c2cccnc2)[nH]c1=O	-2.0	-0.3	3.8	-3.8	-8.2	1.0	-3.7	3.1	-10.5	1.2
CCOc1ccccc1CNC(=O)CN1C(=O)CSc2ccc(S(=O)(=O)N3CCOCC3)cc21	-7.5	-0.9	9.5	-9.5	-8.2	-4.3	0.1	3.4	11.8	0.8
Cc1nc([N+](=O)[O-])c(C(=O)OCc2ccccc2Br)n1C	-3.5	-1.9	22.6	-22.6	4.2	-0.5	-3.8	1.3	-8.3	0.6
CNC(=O)CSc1nc2ccccc2c(=O)n1-c1cc(OC)ccc1OC	-1.5	3.7	-4.8	4.8	0.7	-1.3	5.0	4.2	-5.0	0.7

3 of these compounds in a different format:
SMILES,dFosB activator,Wnt act,SR-BI DiI-HDL act,SR-BI HDL uptake,PvdQ inh,Rtt109 HAT inh,cardiac RTF act,HTR5A ag,MITF act,CDK5 inh
CN(C)c1ccc(/C=N/Nc2cccc(C(=O)O)c2)cc1,-3.2,13.2,-0.9,0.9,-6.8,4.2,-0.3,-1.6,-81.5,-0.6
Cc1ccc(-c2nnn(CC(=O)N(Cc3ccccc3)C(C(=O)NC(C)(C)C)c3ccncc3)n2)o1 (stereo not drawn),-10.6,-3.4,-16.0,16.0,-7.6,11.6,0.6,-0.5,-4.4,-0.1
COCC1CCCN(Cc2nc(-c3ccc4c(c3)OCO4)no2)C1 (stereo not drawn),-9.0,16.5,-8.2,8.2,-16.0,2.3,6.8,-2.1,40.6,-3.7
